GluA2 TARP mod: modulators of AMPA receptor GluA2-stargazin complexes; 40,000 tested, 3.5% active; O88602+P19491; calls only at 30 µM; HEK293 GluA2+stargazin, membrane potential dye (FDSS), glutamate EC50; hits were called plate by plate, in both directions;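 active = any of four per-well response measures lying three or more SD from its plate-wide compound average, in either direction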
Target sequence (O88602 whole entry, looked up): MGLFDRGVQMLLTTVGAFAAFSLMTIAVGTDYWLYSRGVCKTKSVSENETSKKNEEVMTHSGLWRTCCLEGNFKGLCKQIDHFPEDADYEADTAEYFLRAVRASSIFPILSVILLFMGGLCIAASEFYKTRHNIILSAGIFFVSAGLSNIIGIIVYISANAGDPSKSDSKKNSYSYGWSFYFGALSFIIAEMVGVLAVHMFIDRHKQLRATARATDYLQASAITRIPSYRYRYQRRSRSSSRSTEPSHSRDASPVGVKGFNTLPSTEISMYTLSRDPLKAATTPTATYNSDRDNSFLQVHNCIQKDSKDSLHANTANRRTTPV
Target sequence (P19491 whole entry, looked up): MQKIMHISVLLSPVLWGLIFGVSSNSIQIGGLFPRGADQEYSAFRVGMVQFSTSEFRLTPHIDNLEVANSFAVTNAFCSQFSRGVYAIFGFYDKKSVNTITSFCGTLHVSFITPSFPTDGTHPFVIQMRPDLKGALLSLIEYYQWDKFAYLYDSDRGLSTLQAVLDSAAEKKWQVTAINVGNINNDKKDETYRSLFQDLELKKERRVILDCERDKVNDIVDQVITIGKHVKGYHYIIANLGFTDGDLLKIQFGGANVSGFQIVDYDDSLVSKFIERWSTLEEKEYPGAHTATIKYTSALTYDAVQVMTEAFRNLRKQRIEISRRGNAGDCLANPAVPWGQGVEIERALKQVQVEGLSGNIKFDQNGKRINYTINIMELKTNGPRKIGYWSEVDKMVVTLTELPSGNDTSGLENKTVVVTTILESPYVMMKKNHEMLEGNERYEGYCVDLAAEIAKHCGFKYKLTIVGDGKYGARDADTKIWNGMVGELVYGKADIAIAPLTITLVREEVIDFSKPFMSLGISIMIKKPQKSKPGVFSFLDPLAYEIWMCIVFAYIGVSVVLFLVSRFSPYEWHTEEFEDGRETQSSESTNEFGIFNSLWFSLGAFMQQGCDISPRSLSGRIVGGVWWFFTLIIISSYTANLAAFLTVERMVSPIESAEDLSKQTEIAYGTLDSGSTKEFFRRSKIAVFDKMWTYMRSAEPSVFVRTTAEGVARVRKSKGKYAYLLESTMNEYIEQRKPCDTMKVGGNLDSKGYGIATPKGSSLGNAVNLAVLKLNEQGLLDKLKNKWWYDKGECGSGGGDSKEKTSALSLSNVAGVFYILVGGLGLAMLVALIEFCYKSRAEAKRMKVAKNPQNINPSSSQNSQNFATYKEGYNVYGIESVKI
GluA2 TARP mod agonism max-min: also measured in GluA2 TARP mod; calls as there; compound max-min signal; compound-alone response (agonism);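 unitless range of fluorescence divided by baseline over first 100 seconds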
GluA2 TARP mod glutamate slope: also measured in GluA2 TARP mod; calls as there; glutamate slope, % of max; measured here: glutamate response slope, % max;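 scaled per plate between vehicle wells and maximal 1 mM glutamate control wells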
* = called active by the depositor; i = inactive; + = active, no number. These rows are one share of the data (hit frequency here may not be typical).

Structure	GluA2 TARP mod	GluA2 TARP mod agonism max-min	GluA2 TARP mod glutamate slope
COCCn1c(=O)c2c(nc3n(-c4ccc(C)c(C)c4)c(-c4ccccc4)cn23)n(C)c1=O	i	0.0537	72.4
CN(C)S(=O)(=O)c1ccc(C(=O)Nc2ccc(-n3nnn(CC(N)=O)c3=O)cc2)cc1	i	0.129	85.9
O=C(c1cnn2ccccc12)N1CCN(S(=O)(=O)c2ccc(F)c(Cl)c2)CC1	i	0.116	60.0
CCOc1ccc(NC(=O)Cc2csc(Nc3ccccc3)n2)cc1	i	0.107	65.0
CCc1ccc(NCc2cc3cc(OC)c(OC)cc3n(CC(=O)Nc3ccc(C)cc3)c2=O)cc1	i	0.0638	61.9
Cc1c(C(=O)Nc2nc3ccc(F)cc3s2)sc2nc(-c3ccccc3)cn12	i	0.0826	61.3
COc1cccc2sc(N(Cc3ccccn3)C(=O)Cc3ccc(S(C)(=O)=O)cc3)nc12	i	0.0594	41.6
O=c1oc2c(CN3CCCC3)c(O)ccc2c2c1CCC2	i	0.0822	39.5
COc1ccc(S(=O)(=O)c2cnc(SCC(=O)Nc3ccc(C)cc3Cl)[nH]c2=O)cc1	i	0.138	59.4
O=C(COc1ccccc1)NCCNC(=O)c1ccc(NC(=O)C2CC2)cc1	i	0.0907	48.2
O=C(c1ccc(S(=O)(=O)NCc2ccco2)o1)N1CCc2ccccc21	i	0.0921	64.0
Cc1ccc([N+](=O)[O-])cc1NC(=O)C(=O)NCC(C)O (stereo not given)	i	0.14	69.9
O=C(CSc1ccc(F)cc1)N(CCCn1ccnc1)c1nc2c(F)cccc2s1	i	0.0657	45.4
COc1ccc(S(=O)(=O)Nc2ccc3c(c2)CN(C(=O)c2ccco2)CC3)cc1F	i	0.0632	44.3
c1ccc(-n2ncc3c(NCc4ccccn4)nnnc32)cc1	i	0.152	39.4

Continuation.
Structure	GluA2 TARP mod	GluA2 TARP mod agonism max-min	GluA2 TARP mod glutamate slope
COc1ccc(C)cc1S(=O)(=O)NCC1COC2(CCCCC2)O1 (stereo not given)	i	0.112	95.1
COCCNC(=O)C(=O)NCCc1ccccc1OC	i	0.0868	47.7
COc1ccc(C(=O)Nc2nnc(CS(=O)(=O)c3ccccc3)o2)cc1OC	i	0.0971	48.7
CCNc1nn(CC(=O)Nc2c(C)cccc2C)c(N)c1-c1nc(-c2ccc(Cl)cc2)no1	i	0.117	55.8
Cc1ccsc1C(O)CNC(=O)C(=O)NC(C)(C)C (stereo not given)	i	0.114	41.8
CS(=O)(=O)c1cccc(S(=O)(=O)N2CCCc3ccccc32)c1	i	0.0704	49.7
CC(C)CCN1C(=O)CCc2cc(NC(=O)c3ccc4c(c3)OCO4)ccc21	i	0.0703	4.9
O=C(Nc1cccc(N2CCCCC2=O)c1)c1c(F)cccc1Cl	i	0.101	45.6
CCN1C(=O)Cc2cc(NC(=O)NCc3cccc4ccccc34)ccc21	i	0.0892	52.5
O=C(Nc1ccc(N2CCCS2(=O)=O)cc1)c1ccc([N+](=O)[O-])cc1	i	0.0338	51.8
O=C(N1CCCCC1)N1CCN(S(=O)(=O)N2CCCCC2)CC1	i	0.0833	52.7
O=C(CCCS(=O)(=O)c1ccccc1)Nc1nc(-c2cccs2)cs1	i	0.0938	70.4
Cc1cc(N(C)C)nc(NCCNC(=O)Nc2ccccc2Cl)n1	i	0.195	65.7
COc1coc(C(=O)Nc2ccc(OC(F)(F)F)cc2)cc1=O	i	0.132	56.0
Cc1ccc(N2CCCS2(=O)=O)cc1NC(=O)C1CC1	i	0.071	45.7

Following part.
Structure	GluA2 TARP mod	GluA2 TARP mod agonism max-min	GluA2 TARP mod glutamate slope
CNC(=O)c1nsc(C(=O)NCc2ccc(C(F)(F)F)cc2)c1N	i	0.104	35.6
O=C(NCc1cccs1)C(=O)NCC1CCCO1 (stereo not given)	i	0.0938	55.1
Cc1ccccc1NC(=O)Nc1ccc(-c2ccc(N3CCN(C)CC3)nn2)cc1	i	0.0518	32.2
Cc1cc(NCc2ccccn2)nc(-n2cc([N+](=O)[O-])cn2)n1	i	0.144	53.5
COc1cccc(CC(=O)N2CCC(Cn3nc(C)cc3C)CC2)c1	i	0.131	82.5
CC1=CS/C(=C(/C#N)C(=O)N2CCCCC2)N1c1ccccc1	i	0.0761	60.8
COc1cccc(-c2csc(CN3CCN(S(=O)(=O)c4cccs4)CC3)n2)c1	i	0.124	54.1
O=C(N1CCC(c2ccsc2)CC1)C12CC3CC(CC(C3)C1)C2	i	0.0897	76.9
COc1cccc(-c2ccc(=O)n(CCCC(=O)Nc3ccccc3SC)n2)c1	i	0.0277	51.4
COc1ccc(NC(=O)Cn2c(C)cc(C)c(-c3nc(-c4ccc(Cl)cc4)no3)c2=O)cc1	i	0.0991	56.4
O=S(=O)(CCCOc1ccc(F)cc1)N1CCN(c2ccccc2)CC1	i	0.0786	64.3
Cc1cc(=O)[nH]c(-n2nc(C)c(CCC(=O)Nc3ccc(C)c(F)c3)c2C)n1	i	0.092	61.8
Cc1ccccc1-n1ncc2c(=O)n(CC(=O)N3CCCCCC3)cnc21	i	0.117	70.6
COc1ccc(S(=O)(=O)N2CCN(c3ccccc3Cl)CC2)c(C)c1C	i	0.0748	47.1
O=C(NCCC1=CCCCC1)C(=O)Nc1ccon1	i	0.123	51.8

As entered above.
`COc1cccc(-c2csc(CN3CCN(S(=O)(=O)c4cccs4)CC3)n2)c1` @ GluA2 TARP mod agonism max-min = 0.124
`COc1cccc(-c2ccc(=O)n(CCCC(=O)Nc3ccccc3SC)n2)c1` @ GluA2 TARP mod agonism max-min = 0.0277

Four structures out of the list, sorted by count of non-hydrogen atoms, ascending:
Structure	GluA2 TARP mod	GluA2 TARP mod agonism max-min	GluA2 TARP mod glutamate slope
CC1=CS/C(=C(/C#N)C(=O)N2CCCCC2)N1c1ccccc1	i	0.0761	60.8
CNC(=O)c1nsc(C(=O)NCc2ccc(C(F)(F)F)cc2)c1N	i	0.104	35.6
O=S(=O)(CCCOc1ccc(F)cc1)N1CCN(c2ccccc2)CC1	i	0.0786	64.3
Cc1cc(=O)[nH]c(-n2nc(C)c(CCC(=O)Nc3ccc(C)c(F)c3)c2C)n1	i	0.092	61.8

(more compounds)
Structure	GluA2 TARP mod	GluA2 TARP mod agonism max-min	GluA2 TARP mod glutamate slope
CC1CN(C)CCN1CC1CCN(C(=O)c2ccc(Cl)cc2)CC1 (stereo not given)	i	0.0649	56.7
COc1ccc(NC(=O)NCCNc2cc(-n3ccnc3C)ncn2)cc1Cl	i	0.0647	55.1
O=C(c1ccc(S(=O)(=O)N2CCCC2)cc1)N(Cc1ccncc1)c1nc2c(F)cccc2s1	i	0.0877	56.5
O=C(O)CC1C(=O)NCCN1Cc1cccnc1 (stereo not given)	i	0.0447	39.6
CN(C)S(=O)(=O)N1CCN(c2ccc(Cl)cc2)CC1	i	0.0903	63.6
Cn1c(C(F)(F)F)nn(CCNC(=O)/C=C/c2ccco2)c1=O	i	0.121	58.5
COc1ccc([N+](=O)[O-])cc1NC(=O)Cc1cccc2ccccc12	i	0.124	57.3
COc1ccc(C2C3=C(CC(c4ccc(C(F)(F)F)cc4)CC3=O)Nc3ccccc3N2C(=O)C(F)(F)F)cc1 (stereo not given)	i	0.0752	44.7
CCOc1cc(S(=O)(=O)NCc2ccccn2)ccc1Cl	i	0.0744	53.6
O=C(c1csc(Nc2ccc(OC(F)F)cc2)n1)N1CCCC1	+	0.226*	57.1*
NC(=O)c1ccc(NC(=O)C2CCCN(C(=O)NC3CC3)C2)cc1 (stereo not given)	i	0.0856	52.7
O=C(CCCNC(=O)c1ccc(=O)[nH]c1)Nc1cccc2cccnc12	i	0.0873	64.0
Cc1nc2ccccc2n1CC1CCN(C(=O)Nc2ccccc2)CC1	i	0.153	42.2
COc1ccc(I)cc1S(=O)(=O)NCc1ccccn1	i	0.115	63.4
COc1cccc(-c2nnc3ccc(OCCNC(=O)Cn4cnc5ccccc54)nn23)c1	i	0.126	53.9

(listing goes on)
Structure	GluA2 TARP mod	GluA2 TARP mod agonism max-min	GluA2 TARP mod glutamate slope
COc1ccc(NC(=O)Cc2csc(Nc3cccc(Cl)c3)n2)cc1OC	i	0.181	69.8
Cc1cc(NC(=O)C(=O)NCC(O)(c2cccs2)C2CC2)no1 (stereo not given)	i	0.1	53.7
O=C(COc1ccc([N+](=O)[O-])cc1)Nc1ccc(S(=O)(=O)N2CCOCC2)cc1	i	0.206	72.5
Cc1ccc(C)c(N2CCN(C(=O)c3ccc(Cn4c(=O)[nH]c5ccccc5c4=O)cc3)CC2)c1	+	0.049*	58.4*
Cc1cc(C)cc(-n2c(C)nc3c(c(=O)c4ccccc4n3C)c2=O)c1	i	0.104	35.6
O=C(NCC1CCCO1)c1cc(N2C(=O)CCS2(=O)=O)ccc1Cl (stereo not given)	i	0.126	81.4
COc1cccc2cc(C(=O)NCCOC34CC5CC(CC(C5)C3)C4)c(=O)oc12	i	0.0292	53.3
O=[N+]([O-])c1cccc(C2Oc3ccccc3C3CC(c4ccccc4)NN32)c1 (stereo not given)	i	0.0922	55.0
CCOC(=O)c1scc(-c2ccc(C)cc2)c1S(=O)(=O)Nc1ccc2c(c1)OCCO2	+	0.0773*	96.1*
Cc1ccccc1Cn1c(=O)c2c(N3CCN(C(=O)c4ccco4)CC3)ccnc2n(C)c1=O	i	0.101	67.6
O=C(Nc1ccc(F)cc1F)c1cccc(Oc2ncccn2)c1	i	0.0608	58.6
CCOc1cccc(CNc2c(C(=O)OC)c(=O)[nH]c3ccc(Cl)cc23)c1	i	0.0573	45.3
COc1ccc(N2CCN(C(=O)CCCc3nnc4n(Cc5ccccc5)c(=O)c5ccccc5n34)CC2)cc1	i	0.0784	69.1
CCOC(=O)N1CCN(C(=O)CCc2sc(C)nc2-c2cccs2)CC1	i	0.0927	51.9
Nc1sc2c(c1-c1nc3ccccc3s1)CCN(Cc1ccccc1)C2	i	0.0559	6.3

New compounds follow:
Structure	GluA2 TARP mod	GluA2 TARP mod agonism max-min	GluA2 TARP mod glutamate slope
Cn1c(=O)c2c(nc(SCC(=O)O)n2Cc2ccccc2)n(C)c1=O	i	0.0531	48.9
CSc1ccc(-c2cc(C(=O)O)c3[nH]c(C)nc3n2)cc1	i	0.0843	54.6
Cn1nc(C2CCN(C(=O)c3ccc(OC(F)(F)F)cc3)CC2)n(-c2ccccc2)c1=O	i	0.0822	58.3
N#Cc1ccccc1NC(=O)c1ccc(=O)n(Cc2cccc(C(F)(F)F)c2)c1	i	0.0616	49.4
COC(=O)c1sccc1S(=O)(=O)N(CC(=O)Nc1ccccc1Cl)c1ccc(C)c(C)c1	i	0.0337	89.0
COc1ccc(C(=O)Nc2ccc(CC(=O)NC3CC3)cc2)c(OC)c1OC	i	0.113	45.7
CCOC(=O)C1CCN(C(=S)Nc2ccccc2OC)CC1	+	0.0566*	51.7*
Cc1ccc(C)c(OCC(O)Cn2c(C3CC(=O)N(c4ccc(F)cc4)C3)nc3ccccc32)c1 (stereo not given)	i	0.0847	42.8
CC1(C)CS(=O)(=O)N(c2ccc(Cl)c(C(=O)Nc3ccccc3F)c2)C1=O	i	0.204	48.7
Cc1ccc(NC(=O)C(=O)NCC2CCN(c3ccccn3)CC2)cc1F	i	0.105	59.7
Cc1ccc(-n2nnc3c(N4CCN(C(=O)c5ccccc5S(C)(=O)=O)CC4)ncnc32)cc1	i	0.129	66.8
COc1ccccc1NC(=O)N1CCC(CNC(=O)C2(c3cccs3)CCCC2)CC1	i	0.0486	50.2
CN1CCc2c(sc(NC(=O)C(C)(C)C)c2-c2nc3ccccc3s2)C1	i	0.0801	30.5
CC(C)(C)CC(=O)Nc1ccc(S(=O)(=O)N2CCN(c3cnccn3)CC2)cc1	i	0.164	38.9
CCOc1cc(C)c(S(=O)(=O)N2CCOCC2)cc1C	i	0.0433	24.0

Next results follow:
Structure	GluA2 TARP mod	GluA2 TARP mod agonism max-min	GluA2 TARP mod glutamate slope
O=C(NCCN1CCN(C(=O)NCCCc2ccccc2)CC1)c1ccc2c(c1)OCO2	i	0.079	65.6
COc1ccc(-c2ccc(=O)n(CCNS(=O)(=O)c3ccc(NC(=O)C(C)C)cc3)n2)cc1	i	0.0627	52.2
CN1CCN(C(CNC(=O)Cc2cccs2)c2ccsc2)CC1 (stereo not given)	i	0.0304	57.8
COC(=O)c1ccc(NC(=O)C(=O)NCC2CCN(C(=O)c3cccnc3)CC2)cc1	i	0.114	65.2
CS(=O)(=O)N1CCC2(CC1)NC(=O)N(Cc1ccc(Cl)cc1)C2=O	i	0.0911	42.3
CCCNC(=O)C(=O)NCC1CCN(Cc2ccco2)CC1	i	0.0869	61.3
O=C(Cc1csc(Nc2cccc(Cl)c2)n1)NCCc1ccccc1	i	0.22	69.7
CS(=O)(=O)N1CCC(CNC(=O)Cc2ccc(F)cc2)CC1	i	0.0615	42.4
CCOc1ccccc1-c1nc(COC(=O)c2nnn(-c3ccc(OC)c(Cl)c3)c2C)c(C)o1	i	0.0682	66.2
O=C(c1cccc(Cl)c1)N1CCN(c2cc(-n3ccnc3)ncn2)CC1	i	0.102	53.6
O=S(=O)(NCC1(O)CCCC1)c1cccs1	i	0.0832	62.2
O=C(CSc1nnc(CCn2ccc(=O)[nH]c2=O)o1)Nc1c(F)cccc1F	i	0.0402	38.7
COCCNc1oc(-c2ccccc2C)nc1S(=O)(=O)c1ccc(C)cc1	i	0.122	53.6
O=C(Cc1csc(NC(=O)c2ccc[nH]c2=O)n1)Nc1ccc(OC(F)(F)F)cc1	i	0.0896	32.0
COc1ccc(S(=O)(=O)NC(C)C)cc1N(C)S(=O)(=O)c1ccccc1	i	0.0535	42.5

(listing goes on)
Structure	GluA2 TARP mod	GluA2 TARP mod agonism max-min	GluA2 TARP mod glutamate slope
COCCNC(=O)Cc1ccc(NC(=O)Cc2ccc(Cl)cc2)cc1	i	0.0932	61.5
COc1ccc(S(=O)(=O)N2CCCc3cc(NC(=O)C(C)(C)C)ccc32)cc1	+	0.112*	44.4*
O=C(NCc1ccccn1)C1CCCN(C(=O)Nc2cccs2)C1 (stereo not given)	i	0.107	55.0
Cc1ccc(C)c(-c2nnc(NC(=O)c3ccc(OC(C)C)cc3)o2)c1	i	0.0987	65.5

Screening data from PubChem.
